# VHR inh abs – inhibitors of human VHR1 phosphatase (DUSP3); P51452; recombinant VHR phosphatase, pNPP absorbance; inhibition, % at 13.3 µM; 290,000 tested, 0.52% active; in the data active = inhibition above about 50%; note: some compounds called inactive have numbers as strong as hits
# Target sequence (P51452 whole entry, looked up): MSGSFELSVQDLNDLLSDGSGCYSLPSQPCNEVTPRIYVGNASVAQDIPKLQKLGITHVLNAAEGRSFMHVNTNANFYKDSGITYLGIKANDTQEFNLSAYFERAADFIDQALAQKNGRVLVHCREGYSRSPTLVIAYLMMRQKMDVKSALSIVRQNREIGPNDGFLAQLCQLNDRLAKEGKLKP
# SARS 3CLpro inh – SARS-CoV 3CLpro protease inhibition. 290,000 tested, 0.14% active. P0C6X7. recombinant SARS-CoV 3CLpro, quenched FRET peptide cleavage. AID 1706. inhibition, % at 6 µM; in the data active = inhibition above about 12%
# SSB-PriA inh – blocks PriA binding to SSB C-terminal tail; 430,000 tested, 0.6% active; inhibition, % at 33 µM; AlphaScreen SSBct-PriA binding, biotinylated peptide; in the data active = inhibition mostly above about 37%, no sharp cut-off; inactive = mostly below about 20%;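 note: plate controls were negative control peptide for no effect and reference peptide for full effect; strong numbers were not always called active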
# TcdB GH inh – blocks C. difficile toxin B glycohydrolase activity; P18177; TcdB glycohydrolase enzymatic assay, plate reader; inhibition, % at 9.99 µM; 350,000 tested, 0.24% active; AID 652162; in the data active = inhibition above about 10%
# PfHsp40 rescue – restores yeast growth despite PfHsp40 toxicity; growth rescue, % at 12.5 µM; S. cerevisiae expressing PfHsp40, growth rescue, ATP luminescence; 340,000 tested, 0.68% active; in the data active = growth rescue above about 28%, passing the limit was not always enough;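 note: yeast W303a lacking pdr1 and pdr3 grown in galactose medium; growth measured after three days at 30 °C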
# Vc quorum ag – induces V. cholerae light production without autoinducers; V. cholerae BH1578 lux reporter, luminescence, 6 h; activation, % at 18.7 µM; 350,000 tested, 0.16% active; in the data active = activation mostly above about 9.7%, no sharp cut-off; note: not every result past the cut was called active; inactives centre near 0; reference of the scale not given here
# Anthrax LF prot – inhibitors of Bacillus anthracis lethal factor protease. P15917. multiplex microsphere protease cleavage assay, LF. inhibition, % at 10 µM. 360,000 tested, 0.12% active. AID 588501; in the data active = inhibition above about 30%; note: plate controls were buffer without enzyme for full effect and enzyme alone for no effect
# MazEF act – activators of E. coli MazEF toxin-antitoxin RNase | activation, % at 20 µM | AID 504720 | FAM/BHQ RNA-DNA oligo cleavage fluorescence, 5 h | P0AE70 | 350,000 tested, 0.32% active; in the data active = activation above about 50%
# Target sequence (P0AE70 whole entry, looked up): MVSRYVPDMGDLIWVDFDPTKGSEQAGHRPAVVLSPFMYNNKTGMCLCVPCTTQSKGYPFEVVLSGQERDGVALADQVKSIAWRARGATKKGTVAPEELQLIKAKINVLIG
# Rv3671c protease – inhibits the M. tuberculosis serine protease Rv3671c. P9WHR9. inhibition, % at 5.96 µM. AID 2606. 320,000 tested, 0.048% active; in the data active = inhibition above about 38%;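 note: extracellular domain of Rv3671c used as enzyme; 0% = enzyme with DMSO and 100% = no enzyme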
# Target sequence (P9WHR9 whole entry, looked up, the tested form may be a part): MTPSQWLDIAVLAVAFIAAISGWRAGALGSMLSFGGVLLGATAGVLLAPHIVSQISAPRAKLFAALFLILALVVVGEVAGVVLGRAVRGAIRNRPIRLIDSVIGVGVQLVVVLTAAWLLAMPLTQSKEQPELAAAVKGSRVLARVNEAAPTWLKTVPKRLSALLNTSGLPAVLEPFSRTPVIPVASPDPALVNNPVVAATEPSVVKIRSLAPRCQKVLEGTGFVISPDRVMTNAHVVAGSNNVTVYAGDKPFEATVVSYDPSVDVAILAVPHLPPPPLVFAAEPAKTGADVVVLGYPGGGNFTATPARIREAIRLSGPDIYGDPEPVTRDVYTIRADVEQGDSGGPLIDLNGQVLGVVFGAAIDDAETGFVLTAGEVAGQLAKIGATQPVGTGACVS
# Y pestis TopoI – inhibitors of Yersinia pestis topoisomerase I; Y. pestis Topo-I cleavage product accumulation, plate reader; activity, % at 10 µM; 360,000 tested, 0.064% active; AID 504884; in the data active = activity above about 50%, passing the limit was not always enough; note: inactives centre near 2
# Starred values were filed as active, the others as inactive; i = inactive; · = not tested or not shown; & = joins results of further samples. An excerpt; count on the stated rates, not on these rows.
no. | structure | VHR inh abs | SARS 3CLpro inh | SSB-PriA inh | TcdB GH inh | PfHsp40 rescue | Vc quorum ag | Anthrax LF prot | MazEF act | Rv3671c protease | Y pestis TopoI
1 | CCOC(=O)c1cc(C#N)c(Oc2ccccc2OC)nc1-c1ccccc1 | 32 | 6 | -23 | · | 0.1 | -0.3 | -2 | 4 | -5 | 7
2 | Cc1ccc(NC(=O)COC(=O)/C=C/c2cccs2)cc1 | -4 | 4 | -5 | · | -1.6 | -0.2 | -2 | 4 | 4 | 3
3 | CCN(CC(=O)Nc1ccc(S(=O)(=O)N2CCCC2)cc1)Cc1ccccc1 | · | · | -3 | -0.3 | -1.0 | -0.3 | · | -2 | -7 | 26
4 | COc1ccc(OC)c(CNC(=O)COc2cc(=O)n(C)c3ccccc23)c1 | · | 5 | -5 | · | -0.5 | -0.3 | -7 | 6 | 0 | 9
5 | Cc1cccc(N(CC(=O)NCc2ccc3c(c2)OCO3)C(=O)CCC(=O)Nc2ccccn2)c1C | 6 | -7 | -9 | · | 0.4 | -0.7 | 0 | 3 | · | 17
6 | CCc1ccc2[nH]c(=O)c(CN(Cc3ccco3)S(=O)(=O)c3ccc4c(c3)OCCO4)cc2c1 | -10 | 2 | -10 | · | 0.3 | -0.4 | -2 | -12 | 6 | -5
7 | O=C(NCCc1ccc(Cl)cc1)C1CCN(S(=O)(=O)c2cccc3nonc23)CC1 | 4 | 0 | 0 | · | -0.3 | i | -7 | 8 | -8 | 12
8 | O=C(NCCCCCNC(=O)c1ccco1)c1ccco1 | -16 | -2 | -16 | · | -0.5 | -3.1 | -9 | -2 | 1 | -4
9 | Cc1ccc(S(=O)(=O)N(C)C)cc1NC(=O)COC(=O)Cc1ccc(Br)cc1 | -11 | 0 | -12 | 1.1 | -0.9 | -0.5 | -3 | -2 | -2 | 1
10 | Cc1ccc(C(=O)NC(=S)NNC(=O)c2ccccc2)cc1 | -5 | 3 | -14 | -0.4 | 39* | 0.4 | · | -8 | 9 | -4
11 | CC(C)c1ccc(S(=O)(=O)N2CCN(C(=O)c3cc([N+](=O)[O-])ccc3N3CCOCC3)CC2)cc1 | 6 | 0 | 12 | -0.6 | 1.8 | i | -2 | -3 | 8 | -4
12 | CCOc1ccc(C(=O)NCC(=O)OCc2cc([N+](=O)[O-])cc3c2OCOC3)cc1OCC | -4 | 4 | -4 | -0.9 | 3.7 | -0.4 | 1 | -2 | -3 | -2
13 | Cc1nn(-c2ccccc2)c(N2CCCC2)c1/C=N/O | 19 | -1 | · | 0.5 | 0.0 | -0.2 | 1 | 2 | -14 | 0
14 | O=C(Nc1ccc2ncccc2c1)Nc1ccc2ncccc2c1 | 42 | -9 | -6 | 0.9 | -0.4 | -0.7 | 6 | 6 | -35 | 6
15 | CC(Sc1ccc(S(=O)(=O)N2CCN(C)CC2)cn1)C(=O)Nc1cccc(Cl)c1Cl (stereo not drawn) | · | · | 11 | 0.6 | 1.0 | -1.3 | 1 | 5 | · | 24
16 | COc1cc(NC2c3ccccc3C(=O)N2Cc2ccc3c(c2)OCO3)cc(OC)c1 (stereo not drawn) | 12 | 4 | -1 | 0.1 | 0.4 | -0.3 | 1 | 1 | 3 | 7
17 | CCOC(=O)c1cnc(SCC(=O)c2ccc(Cl)cc2)nc1N | 43 | -1 | -1 | · | 0.5 | i | 2 | 22 | -1 | 12
18 | CCOC(=O)c1nc(C)sc1-c1ccnn1S(=O)(=O)c1ccc(C)cc1 | -7 | -1 | -1 | 1.2 | 1.7 | -1.0 | 1 | -14 | 9 | 13
19 | Cc1ccc(NS(=O)(=O)c2cc(OCC(N)=O)c(C)cc2Cl)cc1 | -4 | 9 | -4 | 1.1 | 1.9 | -0.4 | 0 | 5 | -1 | 1
20 | Cc1ccc(C(=O)N2CCN(c3ccc(NC(=O)c4cccs4)cc3)CC2)cc1 | 22 | 5 | 31 | 4.0 | 1.0 | 3.6 | -3 | 4 | 0 | 28
21 | CC[N+]1(C)[C@@H]2CC[C@H]1CC(OC(=O)[C@H]1CCC(C(=O)OC3C[C@H]4CC[C@@H](C3)[N+]4(C)CC)(c3ccccc3)c3ccccc31)C2 (stereo partly drawn) | · | · | -3 | 1.8 | -0.9 | -3.8 | 2 | 2 | -1 | -9
22 | CCCOc1cccc(C2C(C(=O)c3ccco3)=C(O)C(=O)N2c2nnc(C)s2)c1 (stereo not drawn) | 12 | 0 | -3 | -1.8 | 0.4 | -0.1 | -1 | -38 | -5 | -2
23 | C#CCOC(=O)CCCN1C(=O)c2cccc3cccc(c23)C1=O | · | · | · | 9.2 | · | i | 8 | 2 | · | -1
24 | CCOC(=O)CSc1nnc(CSc2nc3sc4c(c3c(=O)[nH]2)CCC4)n1-c1ccccc1 | 20 | -6 | 4&-3 | · | 0.6 | i | 1 | -3 | 1 | 25
25 | N=c1n(CCO)c2ccccc2n1Cc1ccccc1Cl | -1 | 1 | -5 | · | -1.9 | 0.8 | -2 | -6 | -2 | -1
26 | Cc1ccc([C@H]2C[C@@H](n3cc(C4CC4)nn3)[C@H](O)CN2Cc2cccs2)cc1 | · | · | · | 0.3 | · | i | -8 | -15 | · | 25
27 | CC(=O)NCC(=O)N(c1c(C)n(C)n(-c2ccccc2)c1=O)C1(C(=O)NC2CCCC2)CCCCC1 | -12 | 2 | -11 | · | 0.2 | -2.0 | 0 | -2 | 2 | -8
28 | CSc1nsc(SCC(=O)Nc2ccccc2C(N)=O)n1 | -58 | 5 | -5 | 0.2 | -0.6 | i | 10 | 10 | 7 | 3
29 | CCN(CC)CCCNC(=O)c1cc(-c2ccc3c(c2)OCO3)on1 | 16 | -3 | 5 | -2.7 | 0.6 | -0.5 | 7 | 1 | -8 | -5
30 | CCOC(=O)C1(Cc2ccccc2)CCN(Cc2ccon2)CC1 | 0 | -4 | -1 | 0.3 | 1.4 | -0.6 | -2 | 0 | -8 | 14

# Arranged by count of non-hydrogen atoms (highest first): some entries from above
no. | structure | VHR inh abs | SARS 3CLpro inh | SSB-PriA inh | TcdB GH inh | PfHsp40 rescue | Vc quorum ag | Anthrax LF prot | MazEF act | Rv3671c protease | Y pestis TopoI
27 | CC(=O)NCC(=O)N(c1c(C)n(C)n(-c2ccccc2)c1=O)C1(C(=O)NC2CCCC2)CCCCC1 | -12 | 2 | -11 | · | 0.2 | -2.0 | 0 | -2 | 2 | -8
11 | CC(C)c1ccc(S(=O)(=O)N2CCN(C(=O)c3cc([N+](=O)[O-])ccc3N3CCOCC3)CC2)cc1 | 6 | 0 | 12 | -0.6 | 1.8 | i | -2 | -3 | 8 | -4
6 | CCc1ccc2[nH]c(=O)c(CN(Cc3ccco3)S(=O)(=O)c3ccc4c(c3)OCCO4)cc2c1 | -10 | 2 | -10 | · | 0.3 | -0.4 | -2 | -12 | 6 | -5
24 | CCOC(=O)CSc1nnc(CSc2nc3sc4c(c3c(=O)[nH]2)CCC4)n1-c1ccccc1 | 20 | -6 | 4&-3 | · | 0.6 | i | 1 | -3 | 1 | 25
22 | CCCOc1cccc(C2C(C(=O)c3ccco3)=C(O)C(=O)N2c2nnc(C)s2)c1 (stereo not drawn) | 12 | 0 | -3 | -1.8 | 0.4 | -0.1 | -1 | -38 | -5 | -2
20 | Cc1ccc(C(=O)N2CCN(c3ccc(NC(=O)c4cccs4)cc3)CC2)cc1 | 22 | 5 | 31 | 4.0 | 1.0 | 3.6 | -3 | 4 | 0 | 28
3 | CCN(CC(=O)Nc1ccc(S(=O)(=O)N2CCCC2)cc1)Cc1ccccc1 | · | · | -3 | -0.3 | -1.0 | -0.3 | · | -2 | -7 | 26
18 | CCOC(=O)c1nc(C)sc1-c1ccnn1S(=O)(=O)c1ccc(C)cc1 | -7 | -1 | -1 | 1.2 | 1.7 | -1.0 | 1 | -14 | 9 | 13
29 | CCN(CC)CCCNC(=O)c1cc(-c2ccc3c(c2)OCO3)on1 | 16 | -3 | 5 | -2.7 | 0.6 | -0.5 | 7 | 1 | -8 | -5
14 | O=C(Nc1ccc2ncccc2c1)Nc1ccc2ncccc2c1 | 42 | -9 | -6 | 0.9 | -0.4 | -0.7 | 6 | 6 | -35 | 6
17 | CCOC(=O)c1cnc(SCC(=O)c2ccc(Cl)cc2)nc1N | 43 | -1 | -1 | · | 0.5 | i | 2 | 22 | -1 | 12
10 | Cc1ccc(C(=O)NC(=S)NNC(=O)c2ccccc2)cc1 | -5 | 3 | -14 | -0.4 | 39* | 0.4 | · | -8 | 9 | -4
28 | CSc1nsc(SCC(=O)Nc2ccccc2C(N)=O)n1 | -58 | 5 | -5 | 0.2 | -0.6 | i | 10 | 10 | 7 | 3

# Other entries:
item	structure	VHR inh abs	SARS 3CLpro inh	SSB-PriA inh	TcdB GH inh	PfHsp40 rescue	Vc quorum ag	Anthrax LF prot	MazEF act	Rv3671c protease	Y pestis TopoI
31	OC(CNCCc1ccc(C(F)(F)F)cc1)COc1cccc2ccccc12 (stereo not drawn)	-1	-4	-1	·	0.3	i	-2	5	-12	1
32	CCOc1ccccc1Nc1nc2ccccc2n1C(C)C	11	4	-10&-5&-24	1.4	-0.5	-0.2	1	-20	2	-1
33	O=C(CSc1nnc2ccccn12)NNC(=O)c1cccc(Cl)c1	·	·	-22	-0.3	2.0	i	-3	3	6	2
34	CC1CCCN(c2nc3c(c(=O)n(C)c(=O)n3C)n2CCSc2nc3ccccc3s2)C1 (stereo not drawn)	12	1	2	·	-0.6	-5.6	-4	7	11	16
35	COc1cccc(C(=O)Nc2nnc(S(=O)(=O)N(C)c3ccccc3)s2)c1	-9	6	-3	-2.0	-1.4	-0.3	-2	3	-10	11
36	Cc1ccc(COc2cccc(/C=N/NC(=O)c3nnn(-c4nonc4N)c3C)c2)cc1	1	0	·	-0.3	0.3	-0.2	0	-49	-5	9
37	CN(c1ccc(OCC(=O)OCC(=O)NC2CCCC2)cc1)S(=O)(=O)c1ccc2ccccc2c1	22	0	-3	-2.7	1.5	i	-1	-8	-5	22
38	Cc1ccc(-n2c(O)c(C=NCC3CCCO3)c(=O)[nH]c2=O)c(C)c1 (stereo not drawn)	-3	-1	-6	0.1	21	i	6	-5	-11	-5
39	Cc1cc(Br)ccc1NC(=O)CNC(=O)Cn1ncc(Cl)c(Cl)c1=O	4	4	-15	0.9	-1.4	-0.6	-1	6	2	9
40	COc1ccc(N2CCN(C(=O)c3ccccc3N(C)S(=O)(=O)c3ccc(C)cc3)CC2)cc1	35	2	27	0.3	7.6	i	3	-1	·	29
41	CC(C)CNC(=O)COC(=O)c1cc(Cl)cc(Cl)c1N	12	5	-13	0.3	0.0	0.3	-4	-2	1	-4
42	O=C(N/N=C/c1cccc([N+](=O)[O-])c1)c1ccc(COc2ccccc2-c2ccccc2)cc1	13	4	·	-0.1	-1.6	3.4	-1	-1	-61	-14
43	O=C(O)CCCNC(=O)CC1S/C(=N/N=C/c2ccccc2O)NC1=O (stereo not drawn)	14	0	·	-2.3	-0.7	i	0	4	7	-2
44	Cn1cccc1-c1nc2ccc(NC(=O)c3cccs3)cc2[nH]1	-5	-1	29	·	3.4	i	-9	8	5	8

# In another format: results already given
(33) O=C(CSc1nnc2ccccn12)NNC(=O)c1cccc(Cl)c1
  VHR inh abs: ·
  SARS 3CLpro inh: ·
  SSB-PriA inh: -22
  TcdB GH inh: -0.3
  PfHsp40 rescue: 2.0
  Vc quorum ag: i
  Anthrax LF prot: -3
  MazEF act: 3
  Rv3671c protease: 6
  Y pestis TopoI: 2

(34) CC1CCCN(c2nc3c(c(=O)n(C)c(=O)n3C)n2CCSc2nc3ccccc3s2)C1 (stereo not drawn)
  VHR inh abs: 12
  SARS 3CLpro inh: 1
  SSB-PriA inh: 2
  TcdB GH inh: ·
  PfHsp40 rescue: -0.6
  Vc quorum ag: -5.6
  Anthrax LF prot: -4
  MazEF act: 7
  Rv3671c protease: 11
  Y pestis TopoI: 16
